NSD2 HMT inh = NSD2 histone methyltransferase inhibitors, primary screen, biochemical, AlphaScreen, single concentration, set 2. Histone-lysine N-methyltransferase NSD2 (Homo sapiens), O96028. NSD2 peptide methylation, 120 min. inhibition, % at 12.5 µM. 0.54% of 310,000 active. AID 743445, 2014; in the data active = inhibition above about 50%
PKA-R2B act = activators of PKA-R2B holoenzyme, primary screen, biochemical, fluorescence polarization, Cy5-IP20, human; 0.079% of 340,000 active; cAMP-dependent protein kinase catalytic subunit beta (Homo sapiens) + cAMP-dependent …; activation, % at 11.4 µM; PKA-R2B holoenzyme dissociation; R2B truncated from residue 108, S112A mutant; 0% DMSO only, 100% 113 µM cGMP; AID 504700, 2011;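 active = activation above a cutoff set at the mean over all compounds plus 3 SD, cut at about 18% in these data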;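 note: higher means more holoenzyme dissociation and a rise in polarization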
SR-BI HDL uptake = inhibitors of SR-BI mediated HDL lipid uptake, primary screen, ldlA[mSR-BI] cells, fluorescence, single point; 0.96% of 320,000 active; ldlA[mSR-BI] CHO cells, DiI-HDL uptake fluorescence, 3 h; inhibition, % at 12.5 µM;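 active = mean replicate inhibition of at least 70% and a set share of replicates each scoring 70 or more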;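 note: 0% = median of neutral control wells and 100% = median of positive control wells; values of inactives mirror those of a sister screen read the other way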
PKA-R1A act = activators of PKA-R1A holoenzyme, primary screen, biochemical, fluorescence polarization, Cy5-IP20, bovine R1A, mouse PKAc | cAMP-dependent protein kinase type I-alpha regulatory subunit (Bos taurus) + … | PKA-R1A dissociation; scaled: DMSO 0%, 113 µM cGMP 100% | activation, % at 11.4 µM | AID 504707, 2011 | 0.083% of 340,000 active;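 active = percent activation above the mean of all tested compounds plus 3 SD, cut at about 19% in these data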;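 note: higher means more PKAc released from R1A so a rise in polarization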
SUMO Mot1 rescue = yeast Mot1-301 growth rescue at high temperature, primary screen, SUMOylation pathway inhibitor project, S. cerevisiae, ATP luminescence, 38.5C; S. cerevisiae Mot1-301 growth rescue; percent above DMSO median, 100 means doubled; growth rescue, % at 18.8 µM; 1% of 320,000 active;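 active = every valid replicate shows activation above 250% relative to neutral control wells; inactive = the rest, any valid replicate at or below 250%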;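 note: OY570 slx delta 5 strain wells were the positive control but not used for scaling; some compounds called inactive have numbers as strong as hits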
DSG3 Ab inh = inhibitors of pemphigus antibody binding to DSG3, primary screen, biochemical, bead-based, flow cytometry, scFv-GFP; 0.48% of 310,000 active; DSG3-coupled beads, scFv-anti-DSG3-GFP binding; stronger effect = lower value; Desmoglein-3 (Homo sapiens), P32926; binding (percent of control), % at 10 µM;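 active = binding more than 3 SD below its plate's average and above zero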;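 note: hits lower antibody fragment binding to DSG3; some compounds called inactive have numbers as strong as hits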
CDK5 p35 inh = inhibitors of human CDK5/p35 kinase, primary screen, biochemical, single concentration. Recombinant CDK5/p35, ADP-Glo luminescence, 60 min. AID 488839, 2010. inhibition, % at 10 µM. Cyclin-dependent kinase 5 (Homo sapiens) + Cyclin-dependent kinase 5 activator 1 (Homo …. 0.01% of 330,000 active;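 active = highest replicate inhibition of at least 50% and at least 75% of replicates reaching 50%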;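 note: plate controls were DMSO neutral control for no effect and GW8510 at 10 µM for full effect; many of its hits are not listed in these tables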
Target sequence (Q00535 whole entry, looked up): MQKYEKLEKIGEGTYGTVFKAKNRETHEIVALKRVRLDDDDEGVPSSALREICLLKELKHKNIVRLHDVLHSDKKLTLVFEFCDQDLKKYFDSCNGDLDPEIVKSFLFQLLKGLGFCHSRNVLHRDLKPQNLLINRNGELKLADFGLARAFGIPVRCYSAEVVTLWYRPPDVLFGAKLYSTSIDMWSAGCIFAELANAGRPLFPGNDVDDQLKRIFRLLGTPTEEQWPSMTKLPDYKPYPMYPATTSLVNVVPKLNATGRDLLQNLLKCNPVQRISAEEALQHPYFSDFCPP
Target sequence (Q15078 whole entry, looked up): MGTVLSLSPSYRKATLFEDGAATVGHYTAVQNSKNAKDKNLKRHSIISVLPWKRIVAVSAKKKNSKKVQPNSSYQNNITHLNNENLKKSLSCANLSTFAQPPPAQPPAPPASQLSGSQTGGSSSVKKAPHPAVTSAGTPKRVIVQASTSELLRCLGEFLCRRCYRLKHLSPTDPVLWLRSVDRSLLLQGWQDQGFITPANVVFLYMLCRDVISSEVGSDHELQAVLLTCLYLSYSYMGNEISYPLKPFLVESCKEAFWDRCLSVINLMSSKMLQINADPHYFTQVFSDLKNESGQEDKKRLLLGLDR
MITF act = activators of MITF-driven TRPM1 promoter reporter, primary screen, cell-based, SK-MEL-5, luciferase, single point. 0.75% of 300,000 active. activation, % at 12.5 µM. SK-MEL-5 TRPM1-promoter luciferase, 24 h; % of positive control, neutral wells = 0;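 active = mean activation of at least 80% with every replicate also reaching 80%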;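 note: 0% = neutral control wells and 100% = parthenolide positive control wells; values of inactives mirror those of a sister screen read the other way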
Arr AP2 block = inhibitors of beta-arrestin/AP2 binding, primary screen, biochemical, GPCR trafficking, flow cytometry. inhibition, % at 10 µM. 0.31% of 340,000 active. AID 504490, 2011. FITC-arrestin peptide / GST-AP2 beads; AP2 beta2 appendage carries R879A mutation;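 active = inhibition above a set limit, near 3 SD of compounds lacking own fluorescence, cut at about 54% in these data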;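 note: plate controls were DMSO wells for no effect and 5 µM unlabelled arrestin peptide for full effect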
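Material – AP2 appendage R879A on GSH beads · Buffer or medium – PBS with 0.05% Tween 20 and 0.1% BSA · Probe or stimulus – fluorescein-tagged arrestin peptide at 50 nM final · Incubation – compound with beads 12 min RT, then probe 1 h RT · Detection – high-throughput flow cytometry of beads, ex 488, em 535 nm · Evaluation – percent response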
SR-BI DiI-HDL act = activators of SR-BI mediated DiI-HDL uptake, primary screen, ldlA[mSR-BI] CHO cells, DiI fluorescence. activation, % at 12.5 µM. 3 h; 100 = double the neutral-control signal. 0.096% of 320,000 active. AID 504775, 2011;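 active = mean replicate activation of at least 60% and every replicate at or above 60%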;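 note: 0% = median plate neutral-control signal and 100% = twice that signal; values of inactives mirror those of a sister screen read the other way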
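Material: SR-BI-overexpressing, LDLR-lacking CHO cells; schedule: compound exposure 3 h, 37 °C; reagent: DiI-labelled HDL at 10 µg/mL final; technique: bottom-read fluorescence, 550/595 nm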
dFosB act = activators of delta FosB homodimer, primary screen, biochemical, fluorescence polarization, TAMRA-CDK5 oligo, single point; Protein FosB (Mus musculus), P13346; purified delta FosB; percent of positive-control signal above neutral wells; activation, % at 25 µM; 0.99% of 340,000 active;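 active = mean activation above about 17%, with every replicate also reaching it, limit read from the data, passing the limit was not always enough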;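 note: fluorescence polarization rise as delta FosB binds a TAMRA Cdk5 AP-1 oligo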
Target sequence (P13346 whole entry, looked up): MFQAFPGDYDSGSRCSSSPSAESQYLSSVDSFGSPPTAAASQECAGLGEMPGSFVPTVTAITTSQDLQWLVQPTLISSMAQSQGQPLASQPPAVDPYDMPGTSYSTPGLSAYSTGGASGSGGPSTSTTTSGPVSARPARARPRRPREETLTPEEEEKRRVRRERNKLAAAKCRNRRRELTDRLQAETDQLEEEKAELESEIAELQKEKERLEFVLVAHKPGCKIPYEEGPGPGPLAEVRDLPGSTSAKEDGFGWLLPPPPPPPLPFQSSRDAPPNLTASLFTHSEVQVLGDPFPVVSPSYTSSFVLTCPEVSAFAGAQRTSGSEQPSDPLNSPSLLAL
* = called active by the depositor; nt = not tested or not shown. Not a hit list. About 4.7% of those tested had a hit in this group.

nr	Molecule	NSD2 HMT inh	PKA-R2B act	SR-BI HDL uptake	PKA-R1A act	SUMO Mot1 rescue	DSG3 Ab inh
1	COc1ccc(N(CC(=O)Nc2ccc(C)cn2)S(=O)(=O)c2c(C)nn(C)c2C)cc1	nt	-5	8	3	192	98
2	C=CCn1c(Sc2nc(C)cs2)nc2c1c(=O)[nH]c(=O)n2C	-2	8	-22	2	-9	99
3	CCc1cccc(NS(=O)(=O)c2csc(C(N)=O)c2)c1	1	5	-26	-5	-4	95
4	COc1ccc(C)cc1S(=O)(=O)N1CCN(C)CC1c1ccccc1 (stereo not drawn)	5	0	-19	-10	-21	103
5	COc1ccccc1N1CCN(C(=O)CCCCn2c(=O)[nH]c3ccsc3c2=O)CC1	nt	5	15	-11	-1	108
6	COc1ccc(C(=O)/C=C(\C)NCc2ccc3c(c2)OCO3)cc1	-5	-2	-24	-4	-18	112
7	OCC1(Cc2ccc(F)cc2)CCCN(CCc2ccccc2)C1 (stereo not drawn)	1	-13	nt	-10	14	97
8	CCNC(=O)c1ccccc1SCC(=O)Nc1ccc(F)cc1	-2	-10	-24	-3	-6	109
9	COc1cccc(/C=N/Nc2cc(C)nc(-c3ccccc3O)n2)c1O	0	-19	85*	3	2	97
10	O=C(c1[nH]ncc1[N+](=O)[O-])N1CCOCC1	0	-2	-7	0	388	103
11	Nc1cc(S(=O)(=O)Nc2cc(Cl)ccc2Cl)ccc1N1CCOCC1	0	-15	nt	2	nt	99
12	O=C(CN1CCN(Cc2ccccc2Cl)C1=O)NCc1cccnc1	-4	5	-3	-2	7	81
13	O=C(CCCCCn1c(=O)[nH]c2ccsc2c1=O)NCc1ccc(F)cc1	0	-1	3	-4	883*	nt
14	CCCNC(=O)c1nc(C)c(C)nc1C(=O)Nc1cccc(Cl)c1	-3	7	20	-10	118	115
15	COc1nc(C)ccc1-c1noc(-c2ccccn2)n1	-2	-1	-4	-4	43	96

nr	CDK5 p35 inh	MITF act	Arr AP2 block	SR-BI DiI-HDL act	dFosB act
1	3.1	nt	6	-8	-16
2	-1.7	4	2	22	-7
3	1.3	-8	1	26	-5
4	4.9	-1	3	19	-6
5	0.1	nt	1	-15	-1
6	-1.9	8	-2	24	-8
7	0.5	-2	1	nt	-9
8	-1.0	-14	47	24	-5
9	-0.1	-14	18	-85	-5
10	-5.1	-2	-7	7	-4
11	12	-20	12	nt	-8
12	0.6	7	1	3	-5
13	1.7	3	-3	nt	-8
14	0.8	-11	3	-20	-9
15	0.4	66	-4	4	-18

Some of these compounds in order of count of non-hydrogen atoms, low to high:
nr	Molecule	NSD2 HMT inh	PKA-R2B act	SR-BI HDL uptake	PKA-R1A act	SUMO Mot1 rescue	DSG3 Ab inh
10	O=C(c1[nH]ncc1[N+](=O)[O-])N1CCOCC1	0	-2	-7	0	388	103
3	CCc1cccc(NS(=O)(=O)c2csc(C(N)=O)c2)c1	1	5	-26	-5	-4	95
12	O=C(CN1CCN(Cc2ccccc2Cl)C1=O)NCc1cccnc1	-4	5	-3	-2	7	81

nr	CDK5 p35 inh	MITF act	Arr AP2 block	SR-BI DiI-HDL act	dFosB act
10	-5.1	-2	-7	7	-4
3	1.3	-8	1	26	-5
12	0.6	7	1	3	-5

Arranged by formula weight (lowest first): nine of the compounds above
nr	Molecule	NSD2 HMT inh	PKA-R2B act	SR-BI HDL uptake	PKA-R1A act	SUMO Mot1 rescue	DSG3 Ab inh
7	OCC1(Cc2ccc(F)cc2)CCCN(CCc2ccccc2)C1 (stereo not drawn)	1	-13	nt	-10	14	97
8	CCNC(=O)c1ccccc1SCC(=O)Nc1ccc(F)cc1	-2	-10	-24	-3	-6	109
2	C=CCn1c(Sc2nc(C)cs2)nc2c1c(=O)[nH]c(=O)n2C	-2	8	-22	2	-9	99
9	COc1cccc(/C=N/Nc2cc(C)nc(-c3ccccc3O)n2)c1O	0	-19	85*	3	2	97
12	O=C(CN1CCN(Cc2ccccc2Cl)C1=O)NCc1cccnc1	-4	5	-3	-2	7	81
4	COc1ccc(C)cc1S(=O)(=O)N1CCN(C)CC1c1ccccc1 (stereo not drawn)	5	0	-19	-10	-21	103
13	O=C(CCCCCn1c(=O)[nH]c2ccsc2c1=O)NCc1ccc(F)cc1	0	-1	3	-4	883*	nt
11	Nc1cc(S(=O)(=O)Nc2cc(Cl)ccc2Cl)ccc1N1CCOCC1	0	-15	nt	2	nt	99
1	COc1ccc(N(CC(=O)Nc2ccc(C)cn2)S(=O)(=O)c2c(C)nn(C)c2C)cc1	nt	-5	8	3	192	98

nr	CDK5 p35 inh	MITF act	Arr AP2 block	SR-BI DiI-HDL act	dFosB act
7	0.5	-2	1	nt	-9
8	-1.0	-14	47	24	-5
2	-1.7	4	2	22	-7
9	-0.1	-14	18	-85	-5
12	0.6	7	1	3	-5
4	4.9	-1	3	19	-6
13	1.7	3	-3	nt	-8
11	12	-20	12	nt	-8
1	3.1	nt	6	-8	-16

Next section.
nr	Molecule	NSD2 HMT inh	PKA-R2B act	SR-BI HDL uptake	PKA-R1A act	SUMO Mot1 rescue	DSG3 Ab inh
16	CC1Cc2ccccc2N1c1ncnc2nc[nH]c12 (stereo not drawn)	nt	3	-13	9	12	103
17	CC(C)CC(O)C1CCN(C(=O)CCc2nnc(-c3ccc4c(c3)OCO4)o2)CC1 (stereo not drawn)	2	3	-24	-3	-17	107
18	O=C(Nc1cccc(O)c1)c1ccc(Br)cc1	67*	-6	29	-2	-4	98
19	Cc1ccc(NC(=O)CSc2nnc(N)s2)cc1S(=O)(=O)N1CCCCC1	1	2	9	-4	32	108
20	N#Cc1c(C(F)(F)F)cc(-c2cccs2)nc1SCc1ccc(Cl)nc1	5	9	27	-8	296	92
21	COc1cc(OC)cc(-c2nnc(SCC(=O)N3CCCCC3)o2)c1	nt	2	-6	-10	77	108
22	CCn1ncc(Br)c1C(=O)Nc1c(C)nn(Cc2c(F)c(F)c(F)c(F)c2F)c1C	4	3	45	4	5	105
23	CCOC(=O)C1CCN(c2ncnc3c2cnn3-c2ccc(Cl)cc2)CC1	-1	4	-59	-12	80	74
24	CC(C(=O)OCC(=O)NC1CCCCC1)N1C(=O)c2ccccc2C1=O (stereo not drawn)	-1	2	-29	-9	3	98
25	CCC(=O)N1CCCN(S(=O)(=O)c2ccc(C)cc2)C1c1ccc(OC)cc1 (stereo not drawn)	3	4	nt	1	277	nt
26	COc1cccc(NC(=O)Cn2c(=O)n(CCC(=O)NC3CCN(Cc4ccccc4)CC3)c(=O)c3ccccc32)c1	nt	-6	nt	-4	-11	94
27	CC1CC(C)(C)NC(=S)N1CCCC(=O)Nc1ccccc1F (stereo not drawn)	-1	1	-22	0	140	94
28	C#Cc1ccc([C@@H]2C=C(C(=O)OCC=C)O[C@H](OCc3ccc(CO)cc3)C2)cc1	nt	-9	13	2	-5	101
29	Cc1ccc2[nH]c3c(=O)n(CC(=O)Nc4ccccc4N4CCN(C)CC4)ncc3c2c1	0	-6	-8	0	37	101
30	COc1ccc2[nH]c(=O)c(COC(=O)c3cccs3)cc2c1	-2	-4	-5	-1	5	86

nr	CDK5 p35 inh	MITF act	Arr AP2 block	SR-BI DiI-HDL act	dFosB act
16	9.0	12	7	13	-13
17	-0.5	15	-4	24	-8
18	-0.4	71	14	-29	-5
19	-0.6	-2	7	-9	-4
20	0.7	16	-2	-27	-26
21	-0.5	9	1	6	3
22	-6.3	-5	-8	-45	-4
23	nt	-30	2	59	-8
24	-1.0	3	-12	29	-9
25	-0.6	-9	24	nt	-1
26	1.5	14	6	nt	-17
27	-0.8	-11	0	22	2
28	-0.2	11	16	-13	1
29	0.6	5	25	8	2
30	-3.0	-5	17	5	-5

Continued.
nr	Molecule	NSD2 HMT inh	PKA-R2B act	SR-BI HDL uptake	PKA-R1A act	SUMO Mot1 rescue	DSG3 Ab inh
31	CC(C)NS(=O)(=O)c1ccc(CCC(=O)NCc2cccnc2)cc1	-1	-8	-16	-4	-16	nt
32	Cc1cc(=O)n2nc(N3CCC(C(=O)NCc4ccccc4Cl)CC3)sc2n1	-8	-1	12	4	-10	93
33	COC(=O)c1cc(NC(=O)c2cccc(F)c2)cc(C(=O)OC)c1	-6	-1	78*	1	9	104
34	CC(=O)N1c2ccc(S(=O)(=O)NCCC(=O)NC3CCCCCC3)cc2CC1C (stereo not drawn)	-4	6	-3	1	-4	107
35	O=C(CN1CCN(Cc2ccccc2Cl)C1=O)NCC1CCCO1 (stereo not drawn)	nt	-4	-14	-4	10	97
36	CCS(=O)(=O)c1ccc(O)c(NC(=O)CC2(CC(=O)O)CCCC2)c1	-1	2	0	-7	61	94
37	Cc1c(CCC(=O)O)c(=O)oc2cc3occ(C(C)(C)C)c3cc12	-3	2	nt	-9	34	97
38	CC(C)NC[C@@H](O)c1ccc(O)c(O)c1	nt	3	0	0	-12	120
39	Cc1cc(-c2ccc(S(=O)(=O)N(C)c3ccc(C)c(C)c3)s2)on1	1	-3	-15	-9	-2	123
40	COc1cccc(OCCCOc2ccc([N+](=O)[O-])cc2Cl)c1	-3	2	-26	-7	-19	94
41	O=[N+]([O-])c1cccc(-c2nc3ccc([N+](=O)[O-])cc3[nH]2)c1	3	-7	29	-13	359*	95
42	Cc1cc(NC(=O)CCc2ccc(S(=O)(=O)N3CCOCC3)cc2)n(-c2ccccc2)n1	-2	11	12	6	-5	97

nr	CDK5 p35 inh	MITF act	Arr AP2 block	SR-BI DiI-HDL act	dFosB act
31	0.1	-11	11	16	1
32	nt	-6	5	-12	-1
33	2.0	3	-1	-78	-18
34	-2.5	-13	-8	3	0
35	0.9	nt	23	14	6
36	-1.7	nt	18	0	-4
37	4.8	-1	34	nt	2
38	0.1	11	6	3	-2
39	0.4	-26	-28	15	-13
40	1.3	-9	14	26	1
41	0.5	32	-7	-29	6
42	1.5	-14	7	-12	5
